Screens (PubChem)
GSTO1 counter = counter-screen for RBBP9 inhibitors: inhibitors of human GSTO1; inhibition, % at 5.96 µM; recombinant GSTO1, activity-based probe fluorescence polarization; P78417; hit rate 1.1% among 300,000;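 active = inhibition above the campaign mean inhibition plus 3 SD, cut at about 35% in these data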;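 also: 0% = GSTO1-1 with DMSO and 100% = wells lacking GSTO1-1 enzyme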
LYPLA1 counter = counter-screen for PME1 inhibitors: inhibitors of human LYPLA1; O75608; recombinant LYPLA1, FP-Rh probe fluorescence polarization; inhibition, % at 5.9 µM; hit rate 0.16% among 320,000;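 active = inhibition above the mean of all tested compounds plus 3 SD, set per campaign, cut at about 14% in these data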;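 also: inhibitors block serine hydrolase probe labeling of LYPLA1 so polarization falls; 0% = enzyme with DMSO and 100% = wells lacking LYPLA1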
PAFAH2 inh = inhibitors of human PAFAH2 | Q99487 | recombinant PAFAH2, FP-rhodamine activity probe, fluorescence polarization | inhibition, % at 3.39 µM | hit rate 0.99% among 340,000;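 active = inhibition above the mean over all tested compounds plus 3 SD, cut at about 30% in these data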;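 also: inhibitors block probe labeling of enzyme so polarization drops; 0% = enzyme with DMSO and 100% = wells lacking PAFAH2 protein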
PAFAH1B3 inh = inhibitors of human PAFAH1B3. Q15102. hit rate 0.28% among 340,000. inhibition, % at 3.39 µM. recombinant PAFAH1B3, FP-rhodamine probe, fluorescence polarization;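 active = inhibition above the screen-wide average of all tested compounds plus 3 SD, cut at about 25% in these data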;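 also: 0% = enzyme with DMSO only and 100% = wells lacking PAFAH1B3 protein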
Fam108B counter = blocks mouse Fam108B hydrolase in RBBP9 counter-screen; AID 1947; hit rate 0.33% among 300,000; inhibition, % at 9.51 µM; recombinant Fam108B, FP-Rh probe fluorescence polarization;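 active = inhibition above the screen mean inhibition plus 3 SD, computed separately per campaign, cut at about 18% in these data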;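 also: inhibitors lower polarization as less probe binds the enzyme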
PME-1 primary = blocks human protein phosphatase methylesterase 1; recombinant PME-1, FP-Rh probe fluorescence polarization; AID 2130; hit rate 0.53% among 320,000; inhibition, % at 5.9 µM;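 active = inhibition above the campaign mean of all compounds plus 3 SD, cut at about 26% in these data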;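 also: competitive labeling of PME-1 active site by serine hydrolase directed probe; 0% = PME-1 with DMSO and 100% = wells lacking PME-1 enzyme; inhibitors block probe labeling so polarization falls and inhibition rises; many of its hits are not listed in these tables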
PAFAH1B2 inh = inhibitors of human PAFAH1B2 | hit rate 1.2% among 340,000 | AID 492953 | P68402 | recombinant PAFAH1B2, FP-rhodamine activity probe, fluorescence polarization | inhibition, % at 3.39 µM;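 active = inhibition above the mean of all tested compounds plus 3 SD, cut at about 24% in these data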;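 also: 0% = enzyme with DMSO and 100% = wells lacking PAFAH1B2; many of its hits are not listed in these tables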
Target sequence (P68402 whole entry, looked up): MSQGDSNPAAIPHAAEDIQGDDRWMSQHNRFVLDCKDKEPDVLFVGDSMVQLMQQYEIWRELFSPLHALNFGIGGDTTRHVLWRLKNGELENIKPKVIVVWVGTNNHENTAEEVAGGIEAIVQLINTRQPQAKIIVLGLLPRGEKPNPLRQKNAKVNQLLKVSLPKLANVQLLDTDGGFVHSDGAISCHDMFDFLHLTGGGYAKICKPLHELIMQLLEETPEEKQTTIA
PAD4 FP inh = inhibitors of human PAD4; hit rate 0.41% among 330,000; recombinant PAD4, RCA probe fluorescence polarization; AID 485272; inhibition, % at 6.36 µM;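 active = percent inhibition above a cutoff equal to the mean of all tested compounds plus 3 SD, cut at about 15% in these data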;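 also: 0% = PAD4 with RCA probe and DMSO and 100% = probe without PAD4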
Target sequence (Q9UM07 whole entry, looked up): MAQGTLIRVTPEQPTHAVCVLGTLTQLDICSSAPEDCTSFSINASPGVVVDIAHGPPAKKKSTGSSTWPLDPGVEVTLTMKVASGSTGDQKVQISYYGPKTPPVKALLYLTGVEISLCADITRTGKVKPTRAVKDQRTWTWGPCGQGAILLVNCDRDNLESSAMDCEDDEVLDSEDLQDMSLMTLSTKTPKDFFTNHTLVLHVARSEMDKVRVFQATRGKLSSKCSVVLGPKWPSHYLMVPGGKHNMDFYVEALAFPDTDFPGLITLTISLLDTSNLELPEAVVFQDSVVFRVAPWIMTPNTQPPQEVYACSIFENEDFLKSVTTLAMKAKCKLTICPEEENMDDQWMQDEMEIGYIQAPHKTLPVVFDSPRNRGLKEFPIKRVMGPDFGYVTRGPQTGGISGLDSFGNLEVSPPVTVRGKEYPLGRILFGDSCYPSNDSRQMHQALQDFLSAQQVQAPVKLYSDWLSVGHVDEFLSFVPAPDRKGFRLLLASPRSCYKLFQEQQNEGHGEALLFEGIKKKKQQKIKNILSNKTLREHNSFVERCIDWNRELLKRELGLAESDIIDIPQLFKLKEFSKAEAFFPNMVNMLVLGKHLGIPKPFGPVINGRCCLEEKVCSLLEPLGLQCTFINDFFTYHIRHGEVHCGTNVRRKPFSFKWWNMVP
pPAFAH FP inh = pPAFAH (human) enzyme inhibition. recombinant pPAFAH, FP-rhodamine probe fluorescence polarization. hit rate 1.5% among 330,000. Q13093. inhibition, % at 3.39 µM;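 active = inhibition above the mean inhibition across the screen plus 3 SD, cut at about 25% in these data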;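 also: inhibitors block binding of the rhodamine activity-based probe so polarization drops; 0% = enzyme with DMSO and 100% = wells lacking pPAFAH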
* marks the source's active call; other numbers are inactive results; nt = no result given. Some of the compounds tested (hit frequency here may not be typical).

Molecule,GSTO1 counter,LYPLA1 counter,PAFAH2 inh,PAFAH1B3 inh,Fam108B counter,PME-1 primary,PAFAH1B2 inh,PAD4 FP inh,pPAFAH FP inh
COc1cc(/C=N/N=C/c2cc(OC)c(O)c(OC)c2)cc(OC)c1O,1,2,-11,0,0,-2,-3,0,9
O=C(COC(=O)c1ccc(Br)o1)NCc1ccco1,28,4,4,-8,1,-3,2,-1,5
N#CC12CCCCC1CC1CCCCC1(C#N)N2Cc1cccnc1 (centres undefined),6,1,2,7,1,-2,-4,-4,-2
CCOC(=O)N1CCN(C(=O)c2ccc(N3C(=O)CCC3=O)cc2)CC1,5,0,-2,6,-7,1,2,-1,-1
CC(=O)Oc1ccc(C(=O)NCc2ccco2)cc1,1,0,9,7,-3,6,2,-2,6
Cc1ccccc1CNC1CCCCC1,0,5,-12,8,7,-2,0,7,4
CCCCC(CC)CNCc1cccn1CCN1CCOCC1 (centres undefined),-1,-4,4,11,-5,0,0,-1,-2
COc1ccc(OC)c(S(=O)(=O)Nc2ccc(O)c(Sc3ncn[nH]3)c2)c1,19,0,2,2,-4,3,3,-1,2
CCOC(=O)C1CSc2[nH]c(=O)sc2C1c1ccccc1 (centres undefined),1,-1,-5,4,1,1,24,-1,9
Cc1ccc(CNC(=O)[C@@H](NC(=O)Cc2ccccc2)C(C)C)cc1,27,-1,2,10,-1,-11,-3,1,3
NCCc1ccn[nH]1,6,1,8,13,3,-2,1,-4,-1
N#Cc1nc(-c2ccc(F)cc2)oc1NCCN1CCOCC1,3,2,-13,3,1,-5,4,7,4
Cc1c(Cl)cccc1NC(=S)NN,9,-2,7,14,2,1,10,3,4
COc1ccc(/C=C2/SC(=O)N(CCCCCC(=O)Nc3ccccc3C(=O)O)C2=S)cc1,-2,-2,9,5,-6,-9,4,-4,-5
Cc1ccc(NC(=O)CSc2nnc(-c3cccs3)n2Cc2ccco2)cc1,3,-2,-8,6,5,-1,7,-1,4
Cc1cc([N+](=O)[O-])nn1CC(=O)N1CCCc2ccccc21,-1,2,1,4,-1,1,1,0,7
COc1ccc(C(=O)/C=C2/Sc3cc4c(cc3N2C)OCO4)cc1,-3,1,7,4,3,1,4,5,3
CCc1ccccc1NC(=O)Cn1nnc(-c2cccnc2)n1,0,5,1,8,2,2,6,3,4
O=C(Nc1cc(S(=O)(=O)N2CCOCC2)ccc1N1CCOCC1)c1ccccc1F,nt,2,12,-4,nt,-2,2,5,-1
O=C(C[n+]1cc(Br)cc(Br)c1)c1cccc([N+](=O)[O-])c1,-3,0,-3,4,-2,-4,0,-11,0
O=C(N/N=C/c1ccc(O)cc1)c1cccc(C(F)(F)F)c1,-2,-6,-3,2,-4,7,3,6,8
COc1cccc(OC)c1C(=O)NC(=S)Nc1ccc(N2CCOCC2)c(Cl)c1,-4,-5,12,7,0,4,4,-2,1
O=C(CCN1CCN(C/C=C/c2ccccc2)CC1)Nc1ccccc1F,5,-3,-1,5,5,-2,-5,1,3
CCCNC(=O)C1CC(=O)N(c2ccc(OCc3ccc(Cl)cc3)cc2)C1 (centres undefined),-2,0,-3,0,0,2,30*,1,9
CC(C)c1nc2scc(-c3ccc(Cl)cc3)c2c(=O)n1N,3,-2,0,1,3,2,0,-2,2
COc1cccc(NS(=O)(=O)c2c(C(=O)N3CCCCCC3)c(C)n(C)c2C)c1,14,5,-1,5,-1,-8,2,-4,-1
Cc1cccc(C)c1OCc1nnc(NC(=O)CSc2ccc(Cl)cc2)s1,-1,-1,-12,6,-7,-6,0,-2,5
O=C(c1cnn(-c2ccc(Cl)cc2)c1)c1ccccc1O,-6,-2,-4,-1,-6,-9,6,-11,-11
COc1ccc(C(=O)OCC(=O)c2ccc3[nH]c(=O)[nH]c3c2)c(OC)c1OC,nt,nt,3,12,nt,nt,-4,0,3
CC(=O)N(C(C)=O)c1nc(-c2ccccc2)cn1/N=C/c1cccc([N+](=O)[O-])c1,2,3,6,4,-1,-3,6,3,0
CCn1cc(C(=O)OCC(=O)Nc2cccc(C)c2)c(=O)c2ccc(C)nc21,-1,0,28,9,2,-1,-4,3,6
O=C(/C=C/c1cn(CC(O)CN2CCCCCC2)c2ccccc12)c1cccs1 (centres undefined),-10,-6,-3,5,-2,-3,-4,-5,7
O=C(C[n+]1cccc2ccccc21)c1ccccc1,0,1,-1,-1,3,1,2,-6,3
C=CCn1c(SCC(N)=O)nnc1-c1cccc(Br)c1,9,1,-1,0,-3,5,-1,4,4
CCOc1ccccc1C1N=C(c2ccc(OC)cc2)CC(c2ccccc2O)N1 (centres undefined),-8,-7,4,5,-5,-5,5,-7,-10
Clc1ccc2c(c1)CNc1c(ncnc1N1CCOCC1)O2,6,2,7,7,4,2,6,3,3
O=C(Nc1cc2c3c(c1)CC(=O)N3CCC2)c1ccc(Br)cc1,12,6,-1,10,4,-6,4,-2,18
CCOC(=O)C1(CC)NC(c2ccc(N(C)C)cc2)C2C(=O)N(C)C(=O)C21 (centres undefined),-1,0,-1,-6,-1,-2,3,-6,-10
CNC(=S)Nc1ccc(C)c(NC(=S)NC)c1,12,-1,-3,10,2,-1,-1,5,7
CC(C)CCNC(=O)C(c1ccco1)N(Cc1ccc(F)cc1)C(=O)c1snc(C(N)=O)c1N (centres undefined),-2,-3,4,1,0,-5,1,1,6
CCOC(=O)c1ccc(NC(=O)COc2coc(CN3CCc4ccccc43)cc2=O)cc1,-8,0,9,4,4,-1,0,-2,3
CC(C)c1ccccc1N=C1SCCCN1C(=O)c1cccc(N2C(=O)CCC2=O)c1,6,2,-3,1,4,-2,0,-1,-10
Cc1cc(C)c(S(=O)(=O)N2CCN(C(=O)CCOc3ccccc3C)CC2)c(C)c1,nt,0,12,8,nt,2,2,1,4
COc1ccccc1C(=O)Nc1ccc(S(=O)(=O)N2CCN(C)CC2)cc1,-5,2,7,0,1,0,8,0,-3
Cc1ccc(C(=O)N/C(=C\c2cccs2)C(=O)N2CCN(C)CC2)cc1C,1,4,1,9,4,1,2,-4,-6
Cc1cccc(NC(=S)N2CCN(C(=O)C3CCCO3)CC2)c1 (centres undefined),-2,0,-5,4,-3,-4,4,4,3
CC(NC(=O)c1ccc(Cl)cc1Cl)C(c1ccccc1)N1CCOCC1 (centres undefined),3,0,1,1,0,5,-3,-2,-1
CC1Cc2ccccc2N1C(=O)CN1C(=O)C(=O)N(Cc2ccccc2)C1=O (centres undefined),-3,3,-3,0,-1,2,3,4,4
COC(=O)c1cc(CSc2nc3ccc(C)cc3[nH]2)oc1C,-4,-4,5,7,3,0,5,7,17
Cc1cc(C)nc(OC(C(=O)O)C(OCc2ccccc2)(c2ccccc2)c2ccccc2)n1 (centres undefined),3,4,-6,3,-1,3,7,0,6

(more compounds)
Molecule,GSTO1 counter,LYPLA1 counter,PAFAH2 inh,PAFAH1B3 inh,Fam108B counter,PME-1 primary,PAFAH1B2 inh,PAD4 FP inh,pPAFAH FP inh
Cc1cc(C)c(NC(=O)CSc2nnc(Cc3cccn3C)n2-c2ccc(F)cc2)c(C)c1,6,0,-3,10,-2,0,9,1,10
CCOC(=O)c1sc(NC(=O)CN2C(=O)c3cccc4cccc(c34)C2=O)nc1C,-5,0,0,7,-1,0,-4,-2,-2
CCCOc1ccc(-c2cc3onc(-c4ccccc4)c3c(=O)n2C)cc1,nt,nt,-3,13,nt,nt,2,-1,4
COc1ccccc1/C=C(\C)C(=O)c1c(C)cc(C)[nH]c1=O,2,1,-5,1,-4,3,-3,4,0
CCCC(C)C1c2c(c(C)c(C)oc2=O)Oc2c(C)c(C)oc(=O)c21 (centres undefined),nt,nt,5,3,nt,nt,1,-1,-3
CCOC(=O)c1cc2c(ccn2C)n1CC(=O)N(CC)CC,-6,1,-5,4,3,-2,2,-4,0
Cc1cc(NC(=O)Nc2c[nH]c(=O)[nH]c2=O)ccc1Br,2,2,-1,4,-4,-7,2,3,2
CC1(C)C(c2ccccc2)=NC(c2ccc(Br)cc2)N1O (centres undefined),-1,-1,2,4,0,-3,10,1,0
CCCSc1nc(C)c(CC(=O)OCC)c(=O)[nH]1,-3,0,-1,-1,0,2,-2,-3,0
FC(F)(F)c1cccc(OCc2nnc3n2CCC3)c1,2,0,2,7,3,1,3,1,-1
CSc1ccccc1NC(=O)Cc1ccccc1[N+](=O)[O-],0,-1,1,0,-5,-5,4,-2,1
CC(=O)Nc1ccc(S(=O)(=O)N[C@@H](C)C(=O)NC2CCCc3ccccc32)cc1 (some centres undefined),nt,nt,12,4,nt,nt,3,2,1
COc1ccc(-c2nn(-c3ccccc3C)cc2CNC(C)Cn2cncn2)cc1F (centres undefined),3,3,8,6,-5,-6,6,-1,1
C/C(=N\O)C(=O)C(CN1CCCCC1)CN1CCCCC1,-4,0,1,11,5,1,0,-3,-2
CCC1(CC)C(=O)C2=C3C1[C@H](C(=O)OC)CC(C(=O)OC)C[C@H]3[C@H]1C(=O)N(c3ccccc3)C(=O)[C@H]1[C@H]2C (some centres undefined),4,1,-4,5,-1,6,3,2,4
COc1ccc(Cl)cc1C(=O)Nc1ccccc1N1CCCCC1,-7,-1,-2,5,-2,4,5,0,0
O=C(NC(=S)Nc1ccc2[nH]c(=O)[nH]c2c1)c1cc(Br)ccc1Cl,-6,-2,-23,7,-11,7,1,0,0
CC(=O)NC(=S)c1c(N)n(Cc2ccccc2)c(=O)n(C)c1=O,1,-2,nt,nt,2,-4,nt,4,3
O=C(NC1CCCC1)C1CCC(CNS(=O)(=O)c2cccs2)CC1 (centres undefined),-1,-2,5,2,-2,2,4,3,5
CCN(CC)S(=O)(=O)c1ccc(Cl)c(C(=O)OC)c1,11,1,0,7,0,8,2,1,1
CSc1ccc(CN(C)C(=O)c2cc(Cl)c3c(c2)OCCO3)cc1,5,0,7,7,3,2,6,-3,5
CC(=O)Nc1cccc(NC(=O)COC(=O)C2CC3CCCC(C2)C3=O)c1 (centres undefined),1,3,-4,15,-1,2,-3,-3,-3
CC(C)n1c(NCCO)nc2ccccc21,0,1,4,2,4,4,1,2,0
O=C(Cc1c[nH]c2ccccc12)N/N=C/c1ccc(F)cc1,-5,-1,0,1,-3,0,-3,3,6
COc1ccc(CSc2nnc(SCc3ccc([N+](=O)[O-])cc3)s2)cc1,1,-2,1,16,5,2,-5,1,3
Cc1ccc(C(=O)Oc2ccc(C(=S)N3CCOCC3)cc2)cc1,-5,1,1,0,4,-9,-2,2,-2
CC(=O)c1ccc(NC(=O)c2cc(CC(C)C)on2)cc1,-1,-6,-4,-1,-4,-3,3,-1,2
C=CCSc1nnc(NC(=O)c2cn(CC)c3nc(C)ccc3c2=O)s1,-6,-1,8,3,2,-8,-3,-4,-2
CCOC(=O)C1(Cc2cccc(F)c2)CCN(C(=O)c2cnccn2)CC1,-2,-1,4,-1,1,5,5,-9,-3
Cc1ccc(C(=O)N2CCC(C(=O)NCc3ccco3)CC2)cc1,-3,4,-5,6,0,-4,5,-2,-3
